# Screening data from PubChem BioAssay.
# Lipid storage S3 – qHTS Assay for Lipid Storage Modulators in Drosophila S3 Cells. Drosophila S3 cells, BODIPY lipid droplet fluorescence, 18-24 h; cells fed with added oleic acid. Potency in µM for hits, for the others lipid storage change, negative = inhibition, % at the top dose, mostly 46.1 µM. 320,000 compounds, 0.64% hits; active = well fitted inhibition curve with a large enough effect in the signal ratio, with a control signal flat, not every such curve was filed as active; inconclusive = small, poorly fitted or top-dose-only effect, or effect the other way, or a change in a side signal; the % refers to the signal ratio
#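 Drosophila S3 cells loaded with oleic acid (400 uM, as added) and compounds at several concentrations; lipid droplets imaged by 488-nm laser-scanning cytometry, 500–530 nm intensity and object ratio to cell channel. Percent activity normalized to 20 uM Triacsin C.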
# Lipid storage S3 cell count max – further read-out of Lipid storage S3, marked with its call; cell number change, %; measured here: cell count max response;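 cells counted by Cell Tracker Red CMTPX staining in the red channel; peak over a dose series mostly up to 46.1 µM; percent activity relative to internal control wells on each plate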
# An asterisk follows results filed as active; i = inactive; ? = inconclusive; · = not tested or not shown. % is scaled to controls: 0 for no effect and ±100 for the full control effect; potency is read from the fitted curve at half-maximal effect.
# The opening three compounds, ahead of the listing:
SMILES,Lipid storage S3,Lipid storage S3 cell count max
COc1ccc(S(=O)(=O)N[C@@H](Cc2ccccc2)C(=O)N2CC[C@@]3(O)CCCC[C@H]3C2)cc1,?,·
Cc1nc(=O)c(-c2ccccc2)c(C)n1-c1ccccc1C(=O)O,?,·
CCOc1ccc(CN2CCN(Cc3[nH]c4ccccc4c3C)CC2CCO)cc1 (stereo not given),?,·

# All compounds of this part, from the start:
SMILES,Lipid storage S3,Lipid storage S3 cell count max
COc1ccc(S(=O)(=O)N[C@@H](Cc2ccccc2)C(=O)N2CC[C@@]3(O)CCCC[C@H]3C2)cc1,?,·
Cc1nc(=O)c(-c2ccccc2)c(C)n1-c1ccccc1C(=O)O,?,·
CCOc1ccc(CN2CCN(Cc3[nH]c4ccccc4c3C)CC2CCO)cc1 (stereo not given),?,·
CCCCCCC(O)(CCN1CCCCC1)c1ccccc1 (stereo not given),8%,·
COc1ccc(S(=O)(=O)N2CCOC2CNC(=O)C(=O)NCc2ccco2)cc1OC (stereo not given),3%,8
COc1cccc(NC(=O)CN(C)C(=O)CNC(=O)c2sc3ccccc3c2Cl)c1,?,·
CCOc1ccc(N2CC(C(=O)Nc3nnc(Cc4ccc(OC)c(OC)c4)s3)CC2=O)cc1 (stereo not given),?,·
Cn1c(Cc2ccccc2)nnc1SCC(=O)Nc1ccccc1,11%,2
COc1ccccc1CNC(=O)Cn1cccc1,?,·
CC1=C(C(=O)OC2CCCC2)C(c2coc3ccccc3c2=O)C2=C(CCCC2=O)N1 (stereo not given),-6%,-13
C=CCNC(=O)c1ccc2c3n(nc2c1)-c1ccc(C)cc1CO3,?,·
O=C(O)CCn1c(=O)sc2ccccc21,?,·
O=C(CSc1nc2ccccc2c(=O)n1NC(=O)Cc1ccccc1)NCc1ccccc1,i,-13
COc1ccc(S(=O)(=O)n2nc(OC(=O)c3ccc(C)cc3)cc2N)cc1,-5%,-1
Cc1ccc(CCC(=O)Nc2nccs2)o1,4%,·
CCOC(=O)CSc1nc2cc(C(=O)N3CCC(C(N)=O)CC3)ccc2c(=O)n1-c1ccccc1,?,·
COC(=O)c1sccc1NC(=O)/C=C/c1ccc(Cl)cc1,?,·
COc1ccc(C(=O)NCCc2nnc(SCc3nc4ccccc4c(=O)[nH]3)n2C)cc1,?,·
CC1(C)NC(=O)N(CC(O)COc2ccccc2C(=O)Nc2ccccc2)C1=O (stereo not given),i,5
CCN1CCN(c2cc(N3CCc4ccccc4C3)c(F)cc2[N+](=O)[O-])CC1,-10%,-14
Cc1nn(-c2ccccc2)c(N2CCCC2)c1/C=C1\N=C(c2ccc(F)cc2)OC1=O,?,·
Cc1cc(S(=O)(=O)Nc2ccc(C(=O)NCCCn3ccnc3)cc2)ccc1F,?,·
CC1(C)Cc2c(c(N3CCOCC3)nc3sc(C(=O)Nc4ccc(Cl)cc4)c(N)c23)CO1,?,·
Cc1ccc(CNC(=O)COC(=O)CCC(=O)c2cccs2)cc1,?,·
CCN(CC)C(=O)c1cccc2c1C(=O)c1ccccc1-2,9%,11
O=C1c2ccccc2N(Cc2ccc(Cl)cc2)C2=NCCN12,-5%,11
COc1ccc(CNc2c(CO)cnc3c2cnn3C)cc1,12%,9
Cc1ccc(-c2cnc(SCC(=O)N3CCCc4ccccc43)n2C)cc1,?,·
CC(C)Oc1ccc(/C=C(/NC(=O)c2ccccc2)C(=O)NCCC(=O)O)cc1,-2%,-21
O=C(Nc1nc(-c2ccc(S(=O)(=O)N3CCCC3)cc2)cs1)c1ccco1,?,·
CCOC(=O)C1C(=O)CC(C)(O)C(C(=O)OCC)C1c1cc(Br)ccc1OC (stereo not given),13%,-6
O=C(Nc1nnc(C2CC2)s1)c1ccc(Cl)nc1,?,·
O=C(COC(=O)c1ccc[nH]c1=O)NCC12CC3CC(CC(C3)C1)C2,?,·
COc1ccccc1N1C(=O)CC1(C#N)c1ccc(OCc2ccccc2)cc1 (stereo not given),?,·
O=C(CCC(=O)n1ncc2ccccc21)NCc1ccc(F)cc1,11%,23
S=C1CCC(c2ccc(Cl)cc2)=NN1c1ccccc1,-19%,-21
COc1ccccc1-n1c(SCC(=O)Nc2ccc(F)cc2)nc2c(c1=O)SCC2,16%,-2
CC1CC(C)CN(C(=O)CN(C)S(=O)(=O)c2ccc3c(c2)c(=O)n(C)c(=O)n3C)C1 (stereo not given),?,·
COC(=O)Nc1ccc(S(=O)(=O)NCc2ccccn2)cc1,?,·
CCOC(=O)C1(CC2CCCCO2)CCN(Cc2nc3ccccc3nc2C)CC1 (stereo not given),28%,13

# One compound at a time, from the list above. Order of screens: Lipid storage S3 | Lipid storage S3 cell count max
# COc1ccccc1-n1c(SCC(=O)Nc2ccc(F)cc2)nc2c(c1=O)SCC2 across the screens: 16% | -2
# O=C(COC(=O)c1ccc[nH]c1=O)NCC12CC3CC(CC(C3)C1)C2 across the screens: ? | ·
# O=C(CCC(=O)n1ncc2ccccc21)NCc1ccc(F)cc1 across the screens: 11% | 23
# O=C(Nc1nnc(C2CC2)s1)c1ccc(Cl)nc1 across the screens: ? | ·
# CC1CC(C)CN(C(=O)CN(C)S(=O)(=O)c2ccc3c(c2)c(=O)n(C)c(=O)n3C)C1 (stereo not given) across the screens: ? | ·

# Next part.
SMILES,Lipid storage S3,Lipid storage S3 cell count max
CC1CCN(S(=O)(=O)c2ccc(NC(=O)N3c4ccccc4Sc4ccccc43)cc2)CC1,?,·
CCc1ccc(C(=O)C(C)OC(=O)Cn2cnc3c2c(=O)n(C)c(=O)n3C)cc1 (stereo not given),i,-27
COC(=O)Cn1cnc2c(nnn2-c2ccc(F)cc2)c1=O,?,·
Cc1ccc(-c2nc3ccccc3c(=O)n2NC(=O)c2cccs2)cc1,?,·
Cc1oc(C(C)(C)C)c(CN2CCOCC2)c1C(=O)O,?,·
CCOC1=C/C(=C/c2c(N)n3nc(S(=O)(=O)CC)sc3nc2=O)C=CC1=O,?,·
Clc1ccc(Cn2cc(/C=N/n3cnnc3)c3ccccc32)cc1,?,·
Cc1ccc(/C=C/C(=O)Nc2cc(S(=O)(=O)N3CCCCCC3)ccc2OCC(F)(F)F)o1,16%,-5
CC1=CC(C)(C)N2C(=O)C3(SCC(=O)N3c3ccc(F)cc3)c3cc(C)cc1c32 (stereo not given),i,·
O=C(NCc1ccccc1)c1ccc(Br)cc1Br,?,·

# Given with each value named: part of the list above.
Cc1ccc(-c2nc3ccccc3c(=O)n2NC(=O)c2cccs2)cc1
- Lipid storage S3: ?
- Lipid storage S3 cell count max: ·

CC1=CC(C)(C)N2C(=O)C3(SCC(=O)N3c3ccc(F)cc3)c3cc(C)cc1c32 (stereo not given)
- Lipid storage S3: i
- Lipid storage S3 cell count max: ·

Cc1ccc(/C=C/C(=O)Nc2cc(S(=O)(=O)N3CCCCCC3)ccc2OCC(F)(F)F)o1
- Lipid storage S3: 16%
- Lipid storage S3 cell count max: -5

O=C(NCc1ccccc1)c1ccc(Br)cc1Br
- Lipid storage S3: ?
- Lipid storage S3 cell count max: ·

# Going on with the list.
SMILES,Lipid storage S3,Lipid storage S3 cell count max
O=C(COC(=O)c1ccc(Cl)nc1)c1ccc2c(c1)OCCO2,?,·
COc1cc(C2CC(=O)Oc3c(C(CCN4CCN(c5ccccc5)CC4)c4ccc(N(C)C)cc4)c(OC)cc(OC)c32)cc(OC)c1OC (stereo not given),3%,-1
CCCc1cc2c(=O)c(-c3nc4ccccc4s3)c(COCC(=O)O)oc2cc1O,?,·
O=C(NNc1nc(=O)c2cccnc2s1)c1ccccc1O,?,·
Cc1ccc(C)c(C(C)NC(=O)CC#N)c1 (stereo not given),-8%,1
CCCCN(C)CCNC(=O)CN1C(=O)CSc2ccc(S(=O)(=O)N3CCCC3)cc21,?,·
Cc1nnc(SCC(=O)Nc2sc3c(c2C#N)CCCC3)[nH]c1=O,?,·
COc1ccc(C2/C(=C(/O)c3ccc(C)cc3)C(=O)C(=O)N2CC2CCCO2)cc1OC (stereo not given),2%,2
Cc1ccc2c(c1)NC(=O)C(CC(=O)NCCCN1CCCC1=O)O2 (stereo not given),-7%,-9
COc1ccc(/C=C/C(=O)c2ccc[nH]2)c(OC)c1OC,12%,-12
C=CCn1c(C)cc(C(=O)COC(=O)C2CC(=O)N(Cc3ccccc3)C2)c1C (stereo not given),?,·
COc1ccccc1/C=N/NC(=O)c1csc(C)c1C,?,·
c1ccc(C2=Nn3c(nnc3-c3ccncc3)SC2)cc1,?,·
Cc1cc(C)cc(C(=O)NC(CC(N)=O)c2ccc(NC3CCCCC3)c([N+](=O)[O-])c2)c1 (stereo not given),-3%,-16
CC1CN(C(=O)Nc2ccccc2)c2ccccc2-[n+]2ccsc21 (stereo not given),-2%,-19
Cc1cc(C)c2c(NC(=S)NC(=O)c3ccccc3)nn(C)c2n1,?,·
COc1cccc(-c2nc(CS(=O)(=O)CC(=O)NCCCN3CCc4ccccc4C3)c(C)o2)c1,?,·
O=C(Nc1ncccc1Cl)c1ccc2c(c1)OCCO2,?,·
CCOC(=O)/C(C#N)=C/c1c(Oc2cccc(C)c2)nc2c(C)cccn2c1=O,5%,5
CC1CCc2c(sc(NC(=O)CN3CCN(C(=O)c4ccco4)CC3)c2C#N)C1 (stereo not given),?,·
CS(=O)(=O)N1CCN(c2ccccc2NC(=O)c2ccc3ccccc3c2)CC1,?,·
O=C(NCc1ccccn1)C1CCN(Cc2cnn(-c3ccccc3)c2-n2cccc2)CC1,?,·
COc1cccc(NC(=O)CN(C)C(=O)c2ccc(-n3cncn3)c([N+](=O)[O-])c2)c1,-4%,-2
COc1ccc(NC(=O)c2ccc(S(=O)(=O)C(F)F)cc2)c(OC)c1,i,·
CCN(c1ccccc1)S(=O)(=O)c1ccc(NC(=S)NC(=O)c2cccs2)cc1,?,·
CN(C)/C=N/NC(=O)c1ccccc1Cl,-10%,0
CC(=O)C(Cc1ccccc1)(Cc1ccccc1)C(C)=O,i,-4
Cc1ccc(-c2c3c(=O)n(C)c(=O)n(C)c3cn2Cc2ccccn2)cc1,i,19
Cc1ccc(OCC(=O)Nc2ccc(N3CCN(C(=O)c4ccco4)CC3)cc2)c(C)c1,-14%,27
Cc1ccnc(SCCn2c(N3CCN(Cc4ccccc4)CC3)nc3c2c(=O)[nH]c(=O)n3C)n1,?,·
COC(=O)/C=C1\N/C(=N\c2nc(C)cc(C)n2)N(c2ccc(C)cc2)C1=O,?,·
CCN(CC)c1ccc(C(=O)OCC(=O)NCC2CCCO2)cc1 (stereo not given),?,·
COc1ccc(-c2cc(=O)oc3cc(OC(C)C(=O)O)ccc23)cc1 (stereo not given),?,·
CCCc1nnc(NC(=O)CCCC(=O)O)s1,10%,0
CCC(=O)C(C#N)(c1ccc(OC)c(OC)c1)C(C)C (stereo not given),?,·
O=C(N1CCCC1)C(F)(F)Oc1ccc(F)cc1,?,·
CCOc1ccc(C(Nc2ccc(C)cc2)P2(=O)OCCCO2)cc1 (stereo not given),?,·
O=C(NC1C(=O)NNC1c1ccccc1)c1ccc(F)cc1 (stereo not given),-11%,3
COc1nc(OCC#N)nc(N2CCCCC2)n1,0%,11
Cc1ccc(OCC(=O)NNC(=S)NC(=O)c2ccc(Br)o2)c(C)c1,19%,8
Cc1cc(C)nc(NC(=O)c2ccc(Cl)c([N+](=O)[O-])c2)n1,5%,10
COc1ccc2c(c1OC)c(=O)n1c3ccc(OC(C)C(=O)NCCCN4CCOCC4)cc3c3ccnc2c31 (stereo not given),?,·
Cc1ccc(C2OC(=O)C=C2c2ccccc2)cc1 (stereo not given),?,·
CCOc1ccc(CCNC(=O)c2cccc(S(=O)(=O)N3CC(C)OC(C)C3)c2)cc1OCC (stereo not given),?,·
O=C(Nc1ccc(Cl)cc1F)c1ccc(-n2cncn2)cc1,10%,1
C=CCOn1c(=O)c(-c2ccccc2)[n+]([O-])c2ccccc21,?,·
Cc1ccc(NC(=O)C2CCN(C(=O)c3ccccc3C)CC2)cc1,?,·
CC(C)(C)N=C1NN=C(c2cc3ccccc3o2)CS1,-10%,-15
CCc1n[nH]c(=O)n1Cn1c(CC)n[nH]c1=O,?,·
Cc1ccc(/C=C/C(=O)N2CCN(S(=O)(=O)c3cccs3)CC2)o1,-9%,1
# More entries follow.
SMILES,Lipid storage S3,Lipid storage S3 cell count max
Cc1nn(-c2ccccc2)c(Cl)c1/C=N/NC(=O)c1ccc(CNc2ccccc2)o1,?,·
CCSC(=O)N(CC)CC(=O)Nc1c(CC)cccc1CC,?,·
CC(=O)Nc1ccc(S(=O)(=O)NC2(C(F)(F)F)N=C(c3ccccc3)NC2=O)cc1 (stereo not given),?,·
CN(CC(=O)Nc1ccc(F)c(F)c1F)C(=O)c1ccc2c(c1)NC(=O)CS2,?,·
COc1cccc(C(=O)OCC(=O)N2CCc3ccccc32)c1OC,?,·
CCOc1ccc(S(=O)(=O)N2CCCC(C(=O)Nc3ccccc3)C2)cc1 (stereo not given),-15%,27
C=C1C(=O)O[C@@H]2[C@H]1[C@@H](OC(=O)/C(C)=C/C)C/C(C)=C\C(=O)/C=C(\C)[C@@H]2O,?,·
Cc1ccc(S(=O)(=O)N(CC(=O)NCC2CCCO2)Cc2ccc(F)cc2)cc1 (stereo not given),24%,5
Cc1ccc(CCN2CC(C(=O)NCCN(C)C)CC2=O)cc1 (stereo not given),0%,11
CCOC(=O)c1csc(-n2nc(C)cc2C(F)(F)F)n1,15%,24
COC(=O)c1ccsc1NC(=O)C1=COCCO1,?,·
O=C(CCl)N1CCN(S(=O)(=O)c2ccc3c(c2)OCCCO3)CC1,11%,-24
O=C(NC1CCCCCC1)C1CCC(=O)N(Cc2ccccc2F)C1 (stereo not given),-20%,30
O=C1C2C3C=CC(C3)C2C(=O)N1c1ccc2ccccc2n1 (stereo not given),0%,10
CSc1nsc2nc(=O)c(/C=C3\C(C)=Nc4ccc(C)cc43)c(N)n12,1%,12

# A portion of the library (hit frequency here may not be typical).
